# Siah-1 displacement: Siah-1 peptide-binding antagonists, primary screen, biochemical, fluorescence polarization, rhodamine-plectin, uHTS (AID 1817); Siah-1 / rhodamine-plectin peptide fluorescence polarization; higher % means a stronger effect; one-dose displacement, % at 20 µM; IC50 in µM for titrated hits; 290,000 compounds, 0.02% hits;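 active = displacement of at least 50% at 20 µM, with a fluorescence ratio check between 0.3 and a set limit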;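 also: plate controls were Siah plus tracer with DMSO for no effect and tracer alone without Siah for full effect; strong numbers were not always called active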
# Large T inhibition: TAg ATPase/helicase activity blockers – biochemical (AID 1903). 310,000 compounds, 0.39% hits. SV40 large T antigen ATPase/helicase inhibition assay; higher % means a stronger effect. one-dose inhibition, % at 20 µM; IC50 in µM for titrated hits; in the data active = a potency from the dose series; also: strong numbers were not always called active
# RSV CPE inhibition: inhibition of RSV-induced cytopathic effect – HEp-2 cells, primary 10 µM value included (AID 2391) | HEp-2 cells, RSV-induced CPE inhibition; higher % means a stronger effect | one-dose CPE inhibition, % at 10 µM; IC50 in µM for titrated hits | 310,000 compounds, 0.13% hits; in the data active = a potency from the dose series; also: strong numbers were not always called active
# West Nile antiviral: inhibition of WNV-induced cytopathic effect – cell-based, CPE readout (AID 1621). one-dose CPE inhibition, % at 10 µM; IC50 in µM for titrated hits. West Nile virus-infected cells, CPE inhibition; higher % means a stronger effect. 290,000 compounds, 0.02% hits; in the data active = a potency from the dose series; also: strong numbers were not always called active
# Dengue-2 NS5 capping: flavivirus cap methylation enzyme inhibition – biochemical, confirmation dose response, primary screen (AID 588689); Dengue-2 NS5 methyltransferase capping enzyme assay, biochemical; higher % means a stronger effect; one-dose inhibition, % at 25 µM; IC50 in µM for titrated hits; 340,000 compounds, 0.3% hits; in the data active = a potency from the dose series
# Rac1 GTP hydrolysis: MgcRacGAP GTPase-activating activity inhibitors, confirmation, biochemical, ADP Hunter fluorescence. inhibition, % at 30 µM; hits with a dose series show IC50 in µM. 340,000 compounds, 0.6% hits. MgcRacGAP-stimulated Rac1 GTP hydrolysis, ADP Hunter fluorescence; higher % means a stronger effect; GST-tagged Rac1 F28L mutant substrate;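 active = first-screen hits whose inhibition reached a set limit at any dose in the follow-up dose series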;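 also: fluorescence reports GDP produced by GAP-driven GTP hydrolysis; strong numbers were not always called active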
# NTR1 agonist: agonists of NTR1, primary screen, imaging, U2OS cells, beta-arrestin-GFP, high content (AID 493036); NTR1-U2OS beta-arrestin-GFP spot imaging, agonist mode; 330,000 compounds, 0.17% hits; P30989; activation, % at 20 µM;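 active = activation at or above 40% of the spot to cytoplasm intensity ratio, with at least 20 cells analyzed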;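 also: 0% = DMSO without peptide and 100% = 100 nM NTR1 peptide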
# Target sequence (P30989 whole entry, looked up): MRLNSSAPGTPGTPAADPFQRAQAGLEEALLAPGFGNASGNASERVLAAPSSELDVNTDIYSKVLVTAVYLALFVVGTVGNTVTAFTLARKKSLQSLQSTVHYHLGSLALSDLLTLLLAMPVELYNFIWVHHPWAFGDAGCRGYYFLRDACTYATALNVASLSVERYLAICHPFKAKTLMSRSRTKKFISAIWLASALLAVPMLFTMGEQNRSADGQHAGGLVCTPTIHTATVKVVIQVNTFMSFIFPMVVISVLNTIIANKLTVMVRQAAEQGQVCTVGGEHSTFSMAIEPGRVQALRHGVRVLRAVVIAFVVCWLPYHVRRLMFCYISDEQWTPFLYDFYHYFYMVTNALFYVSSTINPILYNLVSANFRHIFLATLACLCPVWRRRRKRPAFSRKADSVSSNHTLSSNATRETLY
# AID2073: disruptors of CaV2.2 binding to Mint1 – biochemical, HTRF (AID 2073) | 290,000 compounds, 0.19% hits | inhibition, % at 20 µM, or IC50 in µM where a hit was titrated | HTRF protein-protein interaction, Mint1-CaV2.2; higher % means a stronger effect; in the data active = inhibition mostly above about 51%, no sharp cut-off; also: some results filed as inactive read as strong as hits
# UTI89 phage lysis: protection from phage-mediated lysis, alamar blue read-out – E. coli UTI89, K1F phage, bacterial capsule biogenesis inhibitors (AID 488966); E. coli UTI89 K1F phage lysis, alamar blue, 2 h; higher % means a stronger effect; one-dose inhibition, % at 100 µM; IC50 in µM for titrated hits; 340,000 compounds, 0.02% hits;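 active = phage lysis inhibition, versus mean bacterial control, above a set limit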;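 also: capsule biogenesis inhibitors block K1F phage lysis so surviving cells raise fluorescence; higher fluorescence means more inhibition of phage lysis; actives were called in the ten point dose series up to 300 µM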
# NTR1 agonist cell count 20 µM: recorded beside NTR1 agonist, whose call it bears; cell count; measured here: cell count, cytotoxicity flag
# Numbers without * were called inactive; nt = no result given; [ ] = another dose, or the depositor's remark.
SMILES,Siah-1 displacement,Large T inhibition,RSV CPE inhibition,West Nile antiviral,Dengue-2 NS5 capping,Rac1 GTP hydrolysis,NTR1 agonist,NTR1 agonist cell count 20 µM,AID2073,UTI89 phage lysis
C=CCN(c1ccc(C(=O)Nc2cccc([N+](=O)[O-])c2)cc1)S(C)(=O)=O,-3.8%,82.7%,1.1%,-0.7%,0.7%,2.7%,2.6,30,5.7%,-1.5%
COC(=O)c1ccccc1NC(=O)c1cc(C2CC2)on1,14.3%,1.3%,1.4%,0.9%,-1.4%,0.9%,2.1,70,-2.6%,7.2%
COc1cc(/C=N/Nc2nc(N3CCCC3)nc(N3CCCC3)n2)ccc1O,-2.7%,15.2µM*,nt,0.8%,2.4%,64.3µM*,2.2,83,1.8%,-0.3%
Cc1ccc(CN2CCN(Cc3ccc(OC(C)C)cc3)CC2CCO)o1 (stereo not drawn),1.0%,12.4%,-2.2%,-0.9%,2.1%,8.4%,1.6,45,7.9%,0.0%
Cc1ccc(C(C)C)c(OCCNC(=S)Nc2cccc3ccccc23)c1,-2.4%,14.7%,20.6%,0.2%,-2.4%,15.2%,17.8,72,8.2%,1.1%
CCOC(=O)CC1=NC(=O)CS1,0.8%,-0.9%,-0.1%,0.3%,3.9%,8.5%,-1.0,41,0.8%,0.5%
CC(=O)c1cc(CN2CCN(C3CCN(C(C)C)CC3)C(CCO)C2)cs1 (stereo not drawn),2.1%,9.2%,-0.6%,0.6%,-4.4%,5.3%,-1.2,71,2.5%,0.4%
COc1ccc(CNC(=O)c2ccc(NC(=O)C3CCCO3)cc2)cc1 (stereo not drawn),-5.0%,-1.6%,0.8%,0.2%,-1.6%,6.0%,0.8,95,2.5%,0.3%
COC1CCN(Cc2c(C(=O)N3CCc4ccccc4C3)nc3ccc(Cl)cn23)CC1,-3.2%,3.6%,0.8%,-1.1%,-6.5%,6.5%,-1.1,55,0.4%,-0.2%
COCCn1c(=O)[nH]c(=O)c2c1nc(-c1ccc(-c3ccc(Cl)cc3[N+](=O)[O-])o1)n2Cc1ccccc1,-2.3%,7.3%,18.9%,2.3%,10.9%,-3.4%,1.2,22,15.8%,3.7%
O=c1cc(O)nc(-c2ccccc2)s1,-4.6%,6.7%,0.5%,0.2%,-0.7%,7.4%,0.6,95,29.5%,-0.2%
O=C(COC(=O)c1ncc(Cl)c(Cl)c1Cl)NNC(=O)c1ccccc1,nt,5.5%,-0.7%,nt,-3.0%,2.4%,0.0,69,nt,-1.1%
CCOc1ncccc1C(=O)OCC(=O)Nc1ccc(S(=O)(=O)N2CCCC2)cc1,nt,nt,-0.3%,nt,4.4%,-7.7%,-0.9,60,nt,0.9%[50 µM]
C=CCN(CC(=O)NCC1CCCO1)C(=O)CCC(=O)Nc1cc(C)on1 (stereo not drawn),-7.8%,-6.3%,0.9%,1.5%,5.6%,3.6%,0.1,68,-5.1%,3.0%
NS(=O)(=O)c1ccc(CNC(=O)c2sccc2-c2ccccc2)cc1,2.7%,15.7%,1.5%,-0.3%,-7.1%,7.8%,-0.5,68,-14.3%,0.5%[50 µM]
COc1ccc(-c2csc(NC(=S)NC(=O)c3ccc(S(=O)(=O)N(C)C)cc3)n2)cc1OC,0.4%,14.8%,4.2%,0.5%,0.6%,6.9%,1.6,68,18.4%,0.1%
CC1CCN(c2cc(N3CCOCC3)c([N+](=O)[O-])cc2F)CC1,-4.1%,4.1%,4.8%,-0.8%,-2.3%,-0.5%,1.0,52,-9.3%,1.7%
CC(=O)CNc1ccc(S(=O)(=O)N/N=C/c2ccccc2)cc1,13.7%,13.6%,-1.2%,-0.2%,-10.1%,10.2%,-0.7,60,-5.9%,0.1%
COc1ccc(C(C)(C)C)cc1NC(=O)CCN1C(=O)NC(C)(C)C1=O,nt,nt,nt,nt,2.2%,1.2%,0.8,61,nt,1.6%[50 µM]
Cc1c(C(=O)N2CCCC2)c(S(=O)(=O)Nc2ccccc2)c(C)n1C,1.6%,-0.5%,0.4%,1.0%,-8.8%,0.7%,-1.2,67,3.1%,1.2%
COC(=O)C1(CCSC)NC(c2ccc(O)c(OC)c2)C2C(=O)N(c3ccc(C)cc3)C(=O)C21 (stereo not drawn),-2.7%,27.2%,3.2%,0.0%,nt,1.9%,-1.2,36,-9.2%,-0.2%
Cc1ccc(S(=O)(=O)Nc2cc3c4c(c2)CCN4C(=O)CC3)cc1,nt,17.3%,-1.6%,nt,-6.5%,3.6%,0.0,40,nt,-0.2%[50 µM]
CC1=NN(C(=O)CCc2ccccc2)C(O)(c2ccncc2)C1 (stereo not drawn),-0.3%,5.7%,-1.5%,-0.3%,-13.3%,0.8%,0.8,53,-0.6%,-0.5%
COc1ccc(N2CCN(C(=O)Cc3cccs3)CC2)cc1,0.1%,10.7%,1.3%,-0.1%,-9.6%,25.3%,-1.1,64,2.2%,-1.2%
Cc1[nH]c(C)c(S(=O)(=O)N2CCC(C)CC2)c1C(=O)N1CCCC1,4.9%,6.2%,0.4%,-0.3%,-3.5%,5.4%,1.1,59,2.5%,0.8%

# Brought forward from above: two entries; new compounds follow.
SMILES,Siah-1 displacement,Large T inhibition,RSV CPE inhibition,West Nile antiviral,Dengue-2 NS5 capping,Rac1 GTP hydrolysis,NTR1 agonist,NTR1 agonist cell count 20 µM,AID2073,UTI89 phage lysis
COc1ccc(N2CCN(C(=O)Cc3cccs3)CC2)cc1,0.1%,10.7%,1.3%,-0.1%,-9.6%,25.3%,-1.1,64,2.2%,-1.2%
Cc1[nH]c(C)c(S(=O)(=O)N2CCC(C)CC2)c1C(=O)N1CCCC1,4.9%,6.2%,0.4%,-0.3%,-3.5%,5.4%,1.1,59,2.5%,0.8%
CC(Oc1ccccc1)C(=O)N=Nc1c(O)[nH]c2ccc(Br)cc12 (stereo not drawn),-6.2%,6.5%,4.2%,-0.3%,-3.2%,2.2%,1.6,38,-0.9%,0.7%
COc1ccc2oc(=O)c(C(=O)Nc3ccccc3-c3ccccc3)cc2c1,0.6%,7.8%,nt,-0.2%,-3.5%,6.2%,nt,nt,5.8%,0.2%
Cc1sc(NC(=O)CS(=O)(=O)c2ccccc2)c(C(N)=O)c1C,nt,10.5%,3.2%,nt,-5.8%,11.2%,0.6,85,nt,1.3%[50 µM]
Cc1ccnc(NC(=O)CNC(=O)Cc2cccc3ccccc23)c1,nt,9.2%,-0.7%,nt,-2.2%,0.8%,0.2,76,nt,1.0%[50 µM]
Cc1ccc(N2CC(C(=O)Nc3cc(Cl)ccc3-n3cncn3)CC2=O)cc1 (stereo not drawn),nt,7.5%,-0.8%,nt,-0.7%,4.7%,-0.2,48,nt,1.7%[50 µM]
O=C(NNC(=O)C1CCC1)c1ccccc1,nt,nt,-0.4%,nt,-8.9%,-0.6%,-0.6,93,nt,1.0%[50 µM]
COc1ccc(C)cc1NC(=O)CN(C)S(=O)(=O)c1cc(C)ccc1OC,1.0%,7.1%,1.3%,-1.2%,-3.6%,5.4%,0.2,46,-3.2%,2.7%
CN1C(=O)c2ccccc2Sc2ccc(NC(=O)NC3CC3)cc21,3.7%,16.4%,0.7%,-0.5%,-5.4%,-5.0%,-0.4,32,14.1%,0.6%
COc1cc(C(=O)NCCC(c2ccccc2)c2ccccc2)cc(OC)c1OC,8.1%,11.5%,4.7%,-1.1%,-9.5%,11.0%,-0.1,66,-4.0%,-0.1%
CC(C)N(Cc1ccccc1)C(=O)COC(=O)C1CCCCC1,nt,nt,nt,nt,-2.4%,7.0%,-1.2,69,nt,1.4%
Cc1ccccc1OCC(=O)NNC(=O)c1cc(S(=O)(=O)N(C)C)ccc1N1CCCC1,2.3%,3.7%,1.3%,-0.3%,2.6%,8.9%,-1.1,60,12.6%,0.1%
CCOc1ccc(NC(=O)C2CC(=O)N(C)C(=Nc3ccc4c(c3)OCO4)S2)cc1 (stereo not drawn),-1.0%,12.8%,-1.2%,0.4%,-2.1%,12.3%,1.6,47,3.5%,0.2%
Cc1ccc(-c2nc(SCC(N)=O)c(C#N)c3c2CCCC3)cc1,-3.5%,6.1%,13.9%,-0.1%,-3.2%,2.8%,7.3,93,11.6%,0.1%
O=C(NCc1ccco1)c1cnc2sccn2c1=O,-6.4%,-1.7%,2.1%,0.1%,-0.7%,3.4%,0.6,98,5.9%,0.3%
O=C(Nc1cccnc1)c1cccc(S(=O)(=O)Nc2ccccc2F)c1,nt,nt,nt,nt,2.9%,-5.8%,2.1,46,nt,-0.1%[50 µM]
Cc1ccc(SCc2cc(=O)n3[nH]c(C)nc3n2)cc1,-1.8%,2.8%,1.0%,-0.1%,-7.4%,1.8%,0.2,54,2.5%,0.3%
NS(=O)(=O)c1ccc(NC(=O)COC(=O)CC2Sc3ccccc3NC2=O)cc1 (stereo not drawn),nt,nt,2.1%,nt,-0.4%,1.4%,4.3,101,nt,0.3%[50 µM]
CN(C(=O)COc1ncnc2sccc12)C1CCCCC1,nt,nt,0.6%,nt,-7.7%,8.7%,0.0,51,nt,0.7%[50 µM]
C/C(=N\Nc1ccc(F)cc1)c1ccc(N2CCOCC2)c(F)c1,3.9%,12.1%,3.3%,0.2%,-2.0%,6.2%,-1.1,50,-5.6%,0.4%
COc1ccc(S(=O)(=O)NCCCCC(=O)O)cc1C(=O)O,1.8%,7.0%,0.2%,0.2%,-4.5%,0.6%,-0.3,49,-4.9%,0.3%
CN(CC(=O)NC1CCCCC1)S(=O)(=O)c1cccc2cccnc12,-4.2%,6.3%,-0.5%,0.0%,-4.5%,-0.1%,-0.7,53,0.4%,2.4%
Cc1cc(NC(=O)CCCn2ccc([N+](=O)[O-])n2)n(Cc2ccc(F)cc2)n1,-2.8%,3.8%,14.4%,-0.6%,4.5%,16.6%,-1.5,58,4.5%,0.2%
O=C(CCn1c(=O)oc2ccccc21)NCc1ccco1,-2.1%,8.0%,3.4%,-0.1%,-4.2%,3.7%,0.6,58,1.8%,-0.4%
C/C(=N\N(Cc1ccccc1)c1ccccc1)c1cccnc1,-1.1%,11.4%,1.8%,-0.4%,-6.3%,12.4%,-0.2,38,-13.0%,-0.1%
CCC(C)C(NC(=O)[C@@H](NC(=O)c1ccccc1F)C(C)C)C(=O)OC (stereo partly drawn),-4.2%,-3.9%,-0.5%,-0.1%,6.4%,4.1%,-2.2,98,-0.5%,-1.3%
O=C(NCc1cccnc1)c1cccc(F)c1,-1.9%,13.6%,-0.2%,-0.3%,-2.8%,-1.8%,-1.4,36,-4.9%,4.4%
O=C(Cc1ccc(Cl)cc1)Nc1cc(Cl)ccn1,nt,6.2%,0.6%,nt,3.8%,7.9%,0.1,46,nt,0.7%
Cc1ccc(-c2csc3nnc(SCc4csc(C)n4)n23)cc1,0.2%,-3.1%,0.7%,-0.5%,2.4%,1.9%,-0.4,77,-10.2%,-0.9%
COc1ccccc1NC(=O)CN1CCN(CC(=O)Nc2ccc3c(c2)OCO3)CC1,-3.7%,3.1%,1.1%,0.2%,-2.7%,7.3%,-1.6,38,-1.0%,0.3%

# Quoted from the listing:
# `NS(=O)(=O)c1ccc(CNC(=O)c2sccc2-c2ccccc2)cc1` in RSV CPE inhibition is listed with 1.5%
# `Cc1ccnc(NC(=O)CNC(=O)Cc2cccc3ccccc23)c1` in Rac1 GTP hydrolysis is listed with 0.8%
# `CC(Oc1ccccc1)C(=O)N=Nc1c(O)[nH]c2ccc(Br)cc12` (stereo not drawn) in Large T inhibition is listed with 6.5%

# Screens as filed in PubChem.
